zVAD death inh: L929 zVAD cell death inhibition; viability rescue, % at 10 µM; AID 1377; hit rate 0.38% among 220,000; L929 zVAD necroptosis rescue, ATP luminescence, 24 h; with zVAD 60 µM;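 active means activation, scaled between plate controls, above about 75%, limit read from the data; inactive means activation under that limit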;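 further: 0% = zVAD with DMSO and 100% = DMSO alone without zVAD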
TNF necrop inh: blocks TNF-alpha induced death of Jurkat FADD-/- cells. activation (protection from cell death), % at 10 µM. hit rate 0.068% among 220,000. Jurkat FADD-/- TNF necroptosis rescue, ATP luminescence, 24 h; 0 = TNF only, 100 = no-TNF cells;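 active means activation, meaning protection from cell death, of at least 50% relative to plate controls; inactive means activation below 50%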;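 further: necroptosis triggered by 40 ng/mL TNF-alpha added together with compound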
Runt-SMMHC FRET: inhibitors of human RUNX1 Runt domain binding to CBFb-SMMHC; Q01196+Q13951; inhibition, % at 20 µM; Cerulean-Runt/Venus-CBFb-SMMHC FRET ratio 530/480, 1 h; AID 1434; hit rate 0.74% among 220,000;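 active means mean inhibition across duplicate retests at 20 µM reaching about 50%, limit read from the data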;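 further: 0% = DMSO wells and 100% = wells with excess untagged CBFb-SMMHC; inhibitors lower the FRET ratio by blocking Runt binding to CBFb-SMMHC; some results filed as inactive read as strong as hits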
RBBP9 inhibitor: inhibitors of human serine hydrolase RBBP9 | O75884 | recombinant RBBP9, FP-Rh probe fluorescence polarization | inhibition, % at 7.94 µM | hit rate 0.2% among 220,000 | AID 1515;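 active means inhibition above the campaign mean of all tested compounds plus 3 SD, cut at about 14% in these data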;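 further: plate controls were DMSO wells with RBBP9 for no effect and wells lacking RBBP9 protein for full effect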
Target sequence (O75884 whole entry, looked up): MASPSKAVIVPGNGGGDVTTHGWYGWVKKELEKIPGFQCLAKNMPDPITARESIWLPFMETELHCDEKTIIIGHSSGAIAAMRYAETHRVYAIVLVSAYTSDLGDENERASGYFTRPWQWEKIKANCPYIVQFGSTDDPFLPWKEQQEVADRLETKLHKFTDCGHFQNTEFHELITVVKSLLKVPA
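System: RBBP9 protein | Quantity: 2.5 µM RBBP9 dispensing solution, before mixing | Reagent: FP-Rh probe, 375 nM dispensing solution | Timing: Enzyme-compound preincubation 30 min, then probe labeling 45 min, 25 °C | Measured by: Fluorescence polarization | Read-out: % inhibition | Replication: One well per compound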
EP2 mod: EP2 receptor (human) modulation. P43116. induction, % at 25 µM. hit rate 0.83% among 260,000. EP2-expressing cells, cAMP HTRF FRET, PGE2 co-stimulation. AID 940;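 active means compounds whose cAMP rise, as percent of the full-agonist control response, exceeds 60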;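 further: rat C6 glioma line stably carrying human EP2 under a CMV promoter; the protocol text gives 20 µM as final concentration; 100% = response of wells given 1 µM PGE2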
Target sequence (P43116 whole entry, looked up): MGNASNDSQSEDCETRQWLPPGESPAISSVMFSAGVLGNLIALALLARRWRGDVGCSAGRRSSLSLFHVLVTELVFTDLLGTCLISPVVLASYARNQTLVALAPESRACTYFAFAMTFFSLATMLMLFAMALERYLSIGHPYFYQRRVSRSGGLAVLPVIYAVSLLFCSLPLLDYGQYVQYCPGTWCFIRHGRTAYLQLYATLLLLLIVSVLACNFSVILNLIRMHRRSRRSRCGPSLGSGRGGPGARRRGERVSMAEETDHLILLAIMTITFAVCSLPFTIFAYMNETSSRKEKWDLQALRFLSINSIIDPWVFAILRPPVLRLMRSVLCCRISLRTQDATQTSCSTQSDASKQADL
EP2 antag: EP2 receptor (human) inhibition; P43116; C6 glioma cells expressing human EP2, cAMP TR-FRET; cells stimulated with saturating PGE2; inhibition, % at 25 µM; hit rate 0.52% among 260,000; AID 1422;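 active means percent inhibition above 40 after rounding to a whole number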;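 further: rat C6 glioma host cells with rolipram phosphodiesterase inhibitor present; the protocol text gives 20 µM as final concentration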
Hck-Nef inh: inhibitors of human Hck kinase activated by Nef. inhibition, % at 20 µM. P08631. AID 463187. Recombinant Hck-YEEI plus Nef, Z-Lyte FRET kinase assay. hit rate 0.68% among 220,000;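 active means Hck-Nef kinase inhibition above about 50%, limit read from the data; inactive means inhibition below that limit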;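 further: 0% = DMSO with Hck plus Nef and 100% = Hck alone without Nef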
Target sequence (P08631 whole entry, looked up): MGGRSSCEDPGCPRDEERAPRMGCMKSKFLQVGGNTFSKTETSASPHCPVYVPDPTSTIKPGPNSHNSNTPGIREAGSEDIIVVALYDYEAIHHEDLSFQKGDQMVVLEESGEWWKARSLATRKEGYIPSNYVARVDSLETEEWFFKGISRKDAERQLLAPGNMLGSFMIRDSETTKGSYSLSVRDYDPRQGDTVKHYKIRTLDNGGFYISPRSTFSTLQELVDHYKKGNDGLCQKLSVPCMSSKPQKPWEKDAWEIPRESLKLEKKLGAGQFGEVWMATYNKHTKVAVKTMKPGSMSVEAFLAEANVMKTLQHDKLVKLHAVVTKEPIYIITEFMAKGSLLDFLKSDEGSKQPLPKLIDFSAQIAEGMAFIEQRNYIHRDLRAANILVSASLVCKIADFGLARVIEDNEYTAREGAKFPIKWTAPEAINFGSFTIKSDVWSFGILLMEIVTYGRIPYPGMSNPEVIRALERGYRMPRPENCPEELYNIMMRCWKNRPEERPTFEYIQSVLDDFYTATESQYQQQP
Runt-CBFb FRET: blocks binding of human RUNX1 Runt domain to CBFb; AID 1496; hit rate 0.46% among 220,000; Cerulean-Runt/Venus-CBFb FRET ratio 530/480, 1 h; inhibition, % at 20 µM;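 active means inhibition over about 50% at 20 µM in the single-dose screen, limit read from the data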;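 further: 0% = DMSO wells and 100% = excess unlabeled CBFb competitor control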
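test system = Cerulean-tagged RUNX1 Runt domain (FRET donor) fusion protein | reagent = Venus-CBFb binding partner, 100 nM | incubation = protein complex preformed 1 h, compound exposure 1 h, room temperature, dark | detection = FRET fluorescence | read-out basis = loss of energy transfer signal | controls = 5 µM unlabeled CBFb as full-inhibition high control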
PERK inhibitor: human PERK inhibition, primary cell-based screen | CHO PERK-DD fusion, SEAP luminescence translation reporter | inhibition, % at 5.6 µM | hit rate 0.17% among 220,000 | Q9NZJ5;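 active means inhibition above the mean inhibition of all tested compounds plus 3 SD, set separately per screening campaign, cut at about 2.9% in these data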;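 further: PERK kinase domain activated by AP20187 dimerizer at 100 nM; 0% = DMSO with dimerizer and 100% = rapamycin at 8.4 µM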
The depositor's hits bear a star; · = no result given; & = joins results of further samples. Some of the compounds tested; count on the stated rates, not on these rows.

SMILES | zVAD death inh | TNF necrop inh | Runt-SMMHC FRET | RBBP9 inhibitor | EP2 mod | EP2 antag | Hck-Nef inh | Runt-CBFb FRET | PERK inhibitor
CC1=C(C(=O)Nc2ccc(F)cc2)C(c2ccncc2)C2=C(CCCC2=O)N1 (stereo not drawn) | -0.3 | -1.2 | 10.1 | 5.0 | 20.4 | 8.6 | 6.9 | 0.0 | 1.7
O=C(Nc1ccc(F)cc1)N1CCCC(c2nc3c(nnn3Cc3ccccc3Cl)c(=O)[nH]2)C1 (stereo not drawn) | 1.3 | 2.7 | -2.3 | -7.0 | -3.7 | 2.8 | 24.4 | -0.8 | 1.2
CCOC(=O)C1CCN(C(=O)CCS(=O)(=O)c2ccc3c(c2)CCN3C(C)=O)CC1 | -0.8 | -0.5 | 0.2 | -1.7 | -4.4 | 10.7 | 0.7 | 0.7 | -0.2
CCCCn1c(=O)[nH]c(=O)c2c(C(=O)OCC)cc(-c3ccc(OC(F)F)cc3)nc21 | 0.1 | 0.5 | -3.9 | -9.7 | 27.0 | 5.0 | 3.4 | 1.9 | 1.2
COc1cc(C(=O)Nc2cccc(C)c2C)c(Br)c(OC)c1OC | 0.2 | 0.3 | -1.7 | 1.3 | -24.0 | 5.6 | 6.9 | -0.6 | 0.0
COc1ccc(C(=O)N(CCN2CCOCC2)CC(=O)NC2CCCC2)cc1OC | -0.3 | -1.5 | 1.8 | -8.2 | 6.0 | 1.6 | 0.7 | -0.3 | 0.5
O=c1ccnc2n1COCS2 | 0.9 | 1.4 | -23.1 | -5.5 | -14.1 | 8.0 | 7.1 | 1.6 | -0.4
CCCC1CC(=O)OC1(C)C(=O)CSc1n[nH]c(-c2ccccc2)n1 (stereo not drawn) | 0.3 | 1.1 | 0.5 | -2.8 | 8.6 | 4.8 | 0.1 | -1.9 | -0.5
Cc1ccc(NC(=O)OCCNC(=O)OC(C)C)cc1 | 1.9 | -0.4 | -3.0 | -3.2 | 2.1 | 15.2 | -1.8 | · | 0.0
O=C1CCCC2=C1C(c1cccs1)n1nc(SCc3ccccc3F)nc1N2 (stereo not drawn) | -0.2 | -1.9 | 82.6 | -9.9 | -2.9 | 7.5 | 1.1 | 10.4 | -0.3
COc1ccc(N(CCC#N)S(=O)(=O)c2ccc(Cl)cc2)cc1 | 0.4 | 0.1 | -10.2 | -2.3 | 4.9 | 3.9 | 0.4 | -0.4 | -0.6
CC(C)N1CCN(Cc2ccc3c(c2)Cc2ccccc2-3)CC1CCO (stereo not drawn) | 7.8 | 3.9 | · | -3.3 | -45.1 | 7.8 | 28.4 | · | 0.2
c1ccc2c(c1)OCC(CNc1ncnc3nc[nH]c13)O2 (stereo not drawn) | 4.0 | -5.7 | 1.6 | -4.3 | -17.8 | 10.3 | -0.1 | 1.3 | 0.9
CCOC(=O)N1CCN(C(=O)CSCC(=O)Nc2nc(-c3ccc(Cl)s3)cs2)CC1 | -0.1 | -1.3 | -10.4 | 0.2 | -47.4 | 5.5 | 0.2 | -7.9 | 0.4
CCOC(=O)CNC(=O)C1c2cc(OC)c(OC)cc2C(=O)N(C)C1c1ccccc1F (stereo not drawn) | -0.3 | 1.1 | -6.1 | -6.9 | 1.4 | 8.3 | -0.8 | 1.6 | -1.3
O=Cc1ccc2noc(-c3ccc(Cl)cc3)c2c1 | -0.4 | 0.0 | -15.1 | -11.6 | 17.5 | 8.6 | -27.5 | 1.6 | 1.0
CC(C)C(NC(=O)c1ccccc1F)C(=O)NCCc1ccccn1 (stereo not drawn) | -1.3 | -3.1 | -2.1 | -7.0 | 11.8 | 6.0 | 17.5 | 0.1 | 0.0
Cc1cccc2nc(CSc3nnc4ccccn34)cn12 | 1.4 | -0.6 | 3.3 | -8.0 | 11.9 | 8.4 | 0.0 | 1.4 | -0.5
Cc1cccc(NC(=O)c2cc(=O)n(Cc3ccccc3)c(=O)[nH]2)c1 | 5.1 | 0.9 | 0.6 | -12.4 | -22.0 | 6.7 | 12.5 | 0.0 | 0.0
COC(=O)CCN(C(=O)c1ccc(C)c([N+](=O)[O-])c1)c1ccccn1 | 2.0 | 1.2 | -2.5 | -1.2 | 1.8 | 9.2 | 16.0 | 0.9 | 0.8
O=C(O)c1ccccc1/C=N/N1CCN(C2c3ccccc3-c3ccccc32)CC1 | 0.9 | 0.9 | 3.6 | -12.6 | 20.0 | 3.3 | 6.1 | 6.5 | 0.2
CC(C)n1c(SCc2ccccc2F)nc2c1c(=O)n(C)c(=O)n2C | 0.1 | -3.7 | 1.7 | -10.1 | 31.8 | 4.7 | 3.0 | 0.2 | -0.3
C/C(=N/NC(=O)CN1CCN(Cc2ccccc2Cl)CC1)c1cccnc1 | 0.1 | 0.9 | 2.4 | 10.5 | 12.9 | 9.5 | 30.4 | -1.0 | 0.8
CCCc1nnc(N2C(=O)c3cccc4cccc(c34)C2=O)s1 | -0.5 | 0.6 | 0.7 | -0.9 | 33.7 | 11.2 | -2.2 | 2.1 | -1.2
COc1ccc(-n2c(SCC#N)nnc2-c2ccc(NS(=O)(=O)c3ccc(C)cc3)cc2)cc1 | 1.7 | -0.1 | -2.8 | -9.6 | 23.8 | 3.2 | -2.9 | -3.5 | 0.3
Cc1ncoc1C(=O)N1CCCC(C(=O)c2cccc3ccccc23)C1 (stereo not drawn) | 2.2 | 0.1 | -0.5 | -1.7 | -20.0 | 2.2 | 19.5 | 1.6 | -0.4
CCOc1ccccc1NC(=O)N1CCCC(c2nc3c(nnn3Cc3ccc(C)cc3)c(=O)[nH]2)C1 (stereo not drawn) | 0.7 | -3.6 | -3.2 | -0.4 | 30.9&22.7 | 7.0&17.4 | 0.4 | -6.9 | 0.0
O=C1NC(=Nc2ccccc2)c2c1cccc2[N+](=O)[O-] | -1.0 | -1.3 | 0.0 | -6.0 | 9.9 | 13.6 | 0.0 | -1.6 | -0.2
CC(C)Cc1nc2sc3c(c2c(=O)n1N)CC(C)(C)OC3 | 0.1 | 6.9 | -0.4 | -3.0 | -11.5 | 6.8 | 8.9 | 0.5 | -0.8
COc1ccccc1NS(=O)(=O)c1cccc(NC(=O)NC2CCCCC2)c1 | -0.2 | 3.0 | 0.1 | -1.1 | -20.7 | 4.0 | -2.7 | -2.4 | 0.7
COCCCNc1nc2ccccc2[nH]c1=O | 8.6 | -0.3 | 1.8 | -2.2 | -0.5 | 6.6 | 25.8 | 0.2 | 0.1
CC1CCc2c(sc3ncnc(SCC(=O)N4CCN(C(=O)c5ccco5)CC4)c23)C1 (stereo not drawn) | · | · | 0.0 | · | -6.1 | 10.6 | · | -6.4 | ·
O=C(O)c1ccc(/C=N/n2cc(-c3ccccc3)[nH]c2=S)cc1 | 0.5 | 2.4 | 44.9 | -10.7 | -34.8 | 6.9 | -21.8 | 18.1 | 0.0
CCC(C)C(=O)N1CCCC(c2nc(-c3cccs3)no2)C1 (stereo not drawn) | 0.5 | 0.0 | 4.1 | -2.6 | -10.0 | 19.1 | 1.2 | -2.2 | -0.5
CCN(CC)S(=O)(=O)c1ccc(NN)nc1 | 6.9 | 4.3 | 3.7 | 0.2 | -2.9 | 8.5 | 24.5 | 2.5 | 0.5
COc1c(/C=N/NC(=O)c2ccccc2O)c(CCN(C)C(C)=O)cc2c1OCO2 | -0.7 | 1.7 | 0.5 | -8.3 | 24.3 | 3.8 | -0.2 | 1.0 | -0.3
O=C(CCNC(=O)c1ccccc1Cl)Nc1nnc(C2CC2)s1 | 2.2 | 1.6 | 2.3 | -1.6 | -12.7 | 5.8 | 21.4 | -1.1 | 0.7
Cc1ccc(S(=O)(=O)NNC(=O)C(O)(c2ccccc2C)c2ccccc2C)cc1 | 0.1 | 0.5 | 6.9 | -2.0 | 49.8 | 13.8 | 3.2 | 0.6 | -0.2
Cc1ccc(C)n1-c1sc2c(c1C#N)CCCC2 | -0.1 | -2.1 | -3.6 | -7.2 | 63.1* | 14.8 | 16.5 | -2.2 | -0.7
Cc1ccc2c(c1)NC(=O)C(CC(=O)NCCCN1CCCC1)O2 (stereo not drawn) | 1.0 | -0.9 | 1.2 | 0.8 | 0.2 | 9.1 | 1.8 | 0.4 | 1.1
COc1ccccc1NC(=O)Nc1c(C)nn(C)c1C | -1.2 | -0.3 | 1.0 | -7.7 | -27.5 | 5.8 | -29.0 | 0.1 | 1.4
Cc1cc(-c2[nH]nc3c2C(c2cccc(O)c2)C(C#N)=C(N)O3)c(C)s1 (stereo not drawn) | 0.2 | 0.0 | 1.3 | -6.5 | -6.4 | 10.4 | -18.4 | 0.4 | 0.6
Cc1cc(Nc2ccccc2Br)n2nc(C)nc2n1 | · | -2.3 | -0.1 | -3.4 | 18.3 | 4.2 | -1.9 | -2.8 | 0.9
O=C(CCN1C(=O)C2C3C=CC(C3)C2C1=O)N1CCCCC1 (stereo not drawn) | 1.6 | -1.0 | -2.3 | -11.1 | -9.4 | 6.1 | -23.2 | 0.0 | 0.7
Cn1cc(CN2CCC(C(=O)N3CCCC3)CC2)c(-c2ccccc2F)n1 | 0.6 | 0.7 | -59.9 | -1.4 | -24.7 | 12.1 | 18.9 | 0.6 | 0.1
C=C(C)C1CC=C(C)/C(=N/NC(=O)COc2cccc3ccccc23)C1 (stereo not drawn) | 1.5 | -0.5 | 2.5 | -3.0 | -1.7 | 1.6 | 7.9 | -4.5 | 1.2
CSc1nnc2n(-c3ccc(C)cc3)c(=O)c3c4c(sc3n12)COC(C(C)C)C4 (stereo not drawn) | 0.0 | -5.5 | 1.9 | -1.6 | 17.2 | 9.6 | 0.3 | -15.7 | 0.3
CCCC(=O)c1c[nH]c(C(=O)NCCCN2CCOCC2)c1 | 0.5 | -2.4 | -6.7 | -7.7 | 11.8 | 6.7 | 1.0 | -2.6 | 2.1
O=C(CCCn1c(=O)[nH]c2ccccc2c1=O)NC1CCCCCC1 | 0.3 | 1.2 | -0.2 | 4.5 | 17.4 | 12.3 | 1.4 | -1.0 | -1.1
Cc1ccc(S(=O)(=O)c2nc(Nc3nccs3)sc2Cl)cc1 | -0.6 | -6.0 | 1.6 | -6.5 | -7.0 | 11.3 | 1.0 | 5.3 | 1.6
CC(C)c1nc(-c2ccccc2)c(-c2ccccc2)[nH]1 | -0.5 | -1.3 | 1.6 | -13.0 | 4.0 | 14.0 | -20.4 | 1.3 | -2.1
CC(NC(=O)c1cc(Br)ccc1Cl)c1ccccc1 (stereo not drawn) | 1.2 | 79.7* | -5.8 | -5.8 | -41.2 | 11.6 | 8.7 | 0.6 | 1.6
COc1ccc(NC(=O)Nc2nc3ccccc3s2)cc1 | 44.5 | 5.8 | -3.6 | -3.7 | -64.6 | 19.8 | 13.9 | -0.9 | -1.2
Cc1cc(C)n(-c2cc(Cl)ccc2[N+](=O)[O-])n1 | 1.2 | 1.5 | -3.3 | 0.7 | 21.8 | 4.1 | 26.4 | -0.3 | 1.1
O=c1[nH]c(C(Cl)Cl)nc2sc3c(c12)CCN(Cc1ccccc1)C3 | 0.6 | 3.0 | · | -0.5 | 7.7 | 7.2 | -29.7 | 53.7* | 1.3
